Menin MLL FP TR – inhibitors of human menin-MLL interaction, mutant MLL peptide; O00255; Menin + Texas Red MLL mutant peptide, fluorescence polarization; Potency, µM (doses to about 61.6 µM), for the others: at the top dose FP activity change, negative = inhibition, hits mostly inhibitors; actives 0.23% (n = 270,000); AID 1768; active means well fitted inhibition curve with a large enough effect in the polarisation, with a control signal flat, not every such curve was filed as active; inconclusive means small, poorly fitted or top-dose-only effect, or effect the other way, or a change in a side signal; inactive means no such curve, though single readings can be large or run the other way; the % refers to the polarisation; further: potency means the concentration at half of the fitted maximal effect; % of control where 0% means no effect; many of its hits are not listed in these tables
TSHR antagonist – blocks TSH signaling through the human TSH receptor; P16473; TSHR-expressing cells, TSH-stimulated cAMP HTRF, 2 h; hits give low values; activity change, negative = inhibition, % at 11.5 µM; actives 0.2% (n = 330,000); AID 504810;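 active means activity change below a set negative limit, meaning inhibition stronger than a set level, cut at about -70% in these data; inconclusive means activity change between two set negative limits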; further: on the % scale 0 is the no-effect control and ±100 the full control effect
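Antagonism was scored as loss of TSH-driven cAMP in TSHR cells, stimulated with 4nM TSH (EC80) for 2 hours at 37 deg C and detected by homogeneous HTRF competition immunoassay.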
S-ASM inh – inhibitors of human secretory acid sphingomyelinase; P17405; placental ASM, HMU-PC fluorogenic substrate, 60 min; Potency, µM (series often up to 57.5 µM), inactives show top-dose activity change, negative = inhibition, usual class: inhibitors; actives 0.006% (n = 340,000); AID 504937; further: potency means the concentration at half of the fitted maximal effect
Target sequence (P17405 47-631 limits assumed): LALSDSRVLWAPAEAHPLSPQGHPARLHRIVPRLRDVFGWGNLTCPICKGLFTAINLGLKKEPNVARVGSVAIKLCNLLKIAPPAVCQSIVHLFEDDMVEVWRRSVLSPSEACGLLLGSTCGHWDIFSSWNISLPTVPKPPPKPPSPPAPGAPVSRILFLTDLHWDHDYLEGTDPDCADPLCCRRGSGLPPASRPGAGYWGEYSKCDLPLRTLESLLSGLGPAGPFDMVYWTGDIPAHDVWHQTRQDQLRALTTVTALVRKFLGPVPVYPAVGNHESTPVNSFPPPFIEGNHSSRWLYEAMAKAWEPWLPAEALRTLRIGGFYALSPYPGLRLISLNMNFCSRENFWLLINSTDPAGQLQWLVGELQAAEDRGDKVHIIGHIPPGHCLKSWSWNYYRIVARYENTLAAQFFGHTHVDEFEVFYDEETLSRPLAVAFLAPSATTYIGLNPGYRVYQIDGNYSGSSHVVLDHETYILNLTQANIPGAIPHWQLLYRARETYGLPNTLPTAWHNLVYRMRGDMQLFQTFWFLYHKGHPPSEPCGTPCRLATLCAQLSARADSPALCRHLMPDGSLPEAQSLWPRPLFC
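Human placenta-derived ASM enzyme was preincubated with compound for 10 minutes at room temperature, then given fluorogenic substrate HMU-PC0 (9 uM final) for 60 minutes at 37 °C; a pH 10 stop preceded fluorescence reading at Ex 386/Em 447 nm.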
PTAP TSG101 blk – blocks PTAP/TSG101 interaction to inhibit HIV-1 budding | 340,000 tested, under 10 active | Q99816 | Potency, µM (top dose mostly 115 µM), for inactives: top-dose activity change, negative = inhibition, usual class: inhibitors | Fluorescence polarization, FITC-PTAP peptide / Tsg101 binding; active means well fitted inhibition curve with a large enough effect in the main read-out, with a control signal flat, not every such curve was filed as active; inconclusive means small, poorly fitted or top-dose-only effect, or effect the other way, or a change in a side signal; inactive means no such curve, though single readings can be large or run the other way; further: potency means the concentration at half of the fitted maximal effect; % of control where 0% means no effect
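Fluorescence polarization binding of Tsg101 binding domain (10 uM final) to FITC-labeled PTAP peptide (50 nM final) in HEPES pH 7.5 buffer with NaCl, Tween 20, EDTA, TCEP. Compounds added before peptide; binding 20 min at RT.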
a7 integrin act – integrin-mediated muscular dystrophy alleviation activation; Potency, µM (series often up to 38.3 µM), without a hit: at the top dose activation, most hits filed as activators; actives 0.064% (n = 350,000); alpha7betagal myoblasts, beta-gal FDG fluorescence, 48 h;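 further: potency means the concentration at half of the fitted maximal effect; 100% = response of the positive control SU9516; nearly all actives have a fitted effect of over 60% in size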
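Alpha7betagal+/- myoblasts (passage 13) were plated 16-24 hr, then exposed to compounds (1:260 dilution of DMSO stock) for 48 hours at 37C. After MPER lysis, β-galactosidase reporter activity was read as FDG fluorescence (ex 480/em 540) after 30 minutes.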
Mito fusion yeast – blocks mitochondrial division or promotes mitochondrial fusion. S. cerevisiae fusion-defective mutant growth rescue, CellTiterGlo 48 h. AID 485298. actives 0.23% (n = 320,000). Potency, µM (highest dose often 46.1 µM), for the others: top-dose growth rescue (activation), actives largely listed as activators;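 further: potency means the concentration at half of the fitted maximal effect; % of control where 0% means no effect; nearly all actives have a fitted effect of over 45% in size; temperature-sensitive fusion mutants such as fzo1-1 at 37 °C on non-fermentable ethanol glycerol medium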
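Temperature-sensitive fusion-defective S. cerevisiae (e.g. fzo1-1, mgm1-5) were grown with compound in YPEG medium (3% ethanol, 3% glycerol) for 48 hours at 37C. Growth rescue was measured as viability by CellTiterGlo luminescence after 10 minutes at ambient.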
CXXC DNA block – blocks binding of human MLL CXXC domain to DNA; MLL-CXXC / FITC-HOXA9 DNA fluorescence polarization; Potency, µM (doses to about 115 µM), for the others: top-dose activity change, negative = inhibition, usual class: inhibitors; actives 0.037% (n = 290,000); active means well fitted inhibition curve with a large enough effect in the polarisation, with a control signal flat, not every such curve was filed as active; inconclusive means small, poorly fitted or top-dose-only effect, or effect the other way, or a change in a side signal; inactive means no such curve, though single readings can be large or run the other way; the % refers to the polarisation; further: potency means the concentration at half of the fitted maximal effect
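Steps: dispense CXXC domain solution (7 uM) → pin compounds or unlabeled HOX-A9 DNA control → 5 min ambient → add FLSN-HOX-A9 solution (50 nM) → spin → 30 min ambient → fluorescence polarization. Tris pH 7.5/NaCl/DTT/BSA buffer.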
TCR act – activators of T cell receptors; Potency, µM (doses to about 9.22 µM), for the others: at the highest dose activation of IL-2 secretion, hits mostly activators; AID 504894; primary human leukocytes, anti-CD3, IL-2 HTRF, 48 h; 330,000 tested, under 10 active; further: % of control where 0% means no effect
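Compounds are tested in HTS on primary human leukocytes co-incubated with a-CD3 beads for 48 hr. IL-2 output is measured by time-resolved FRET.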
MBNL1 CUG block – inhibitors of human MBNL1 binding to CUG repeat RNA. Q9NR56. TR-FRET MBNL1-His/biotin-(CUG)12 binding, 665/545 ratio. Potency, µM (series often up to 57.5 µM), inactives show at the top dose activity change, negative = inhibition, hits mostly inhibitors. actives 0.036% (n = 280,000). AID 2675; active means well fitted inhibition curve with a large enough effect in the signal ratio, with a control signal flat, not every such curve was filed as active; inconclusive means small, poorly fitted or top-dose-only effect, or effect the other way, or a change in a side signal; inactive means no such curve, though single readings can be large or run the other way; the % refers to the signal ratio; further: potency means the concentration at half of the fitted maximal effect; on the % scale 0 is the no-effect control and ±100 the full control effect
Target sequence (Q9NR56 whole entry, looked up): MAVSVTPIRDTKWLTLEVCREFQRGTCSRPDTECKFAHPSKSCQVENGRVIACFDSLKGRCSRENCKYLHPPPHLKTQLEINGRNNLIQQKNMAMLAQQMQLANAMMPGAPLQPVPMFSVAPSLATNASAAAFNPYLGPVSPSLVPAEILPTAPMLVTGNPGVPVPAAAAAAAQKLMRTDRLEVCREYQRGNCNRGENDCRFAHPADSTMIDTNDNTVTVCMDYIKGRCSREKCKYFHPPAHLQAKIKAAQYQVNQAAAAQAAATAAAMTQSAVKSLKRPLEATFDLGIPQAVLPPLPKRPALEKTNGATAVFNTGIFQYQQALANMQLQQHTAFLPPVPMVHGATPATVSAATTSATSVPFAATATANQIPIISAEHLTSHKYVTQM
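Inhibition of protein-RNA binding appears as loss of TR-FRET between terbium anti-His antibody on MBNL1-His and streptavidin-XL665 on biotin-(CUG)12. Activity is normalized to buffer-only and uninhibited-complex controls.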
AT treatment – candidate therapy for ataxia-telangiectasia. actives 0.19% (n = 320,000). Potency, µM (series often up to 57.5 µM), inactives show at the highest dose activation, most hits filed as activators. […] A-T fibroblasts, KAP-1 phosphorylation AlphaLISA; neocarzinostatin DNA damage 30 min before lysis. AID 485349; further: potency means the concentration at half of the fitted maximal effect; % of control where 0% means no effect; nearly all actives have a fitted effect of over 45% in size
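ATM-like activity read as KAP-1 phosphorylation via AlphaLISA donor/acceptor antibody pairs after lysis and 6 hr at 25C. Cells were ATM-null patient fibroblasts ([…], hTERT), dosed 60 min, then exposed to the DSB inducer NCS for 30 min.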
Active calls of the source: *; ? = inconclusive; / = no result given; [ ] = dose if it differs, or a comment. Unless noted, the call rests on the fitted dose curve; in most records, active means well fitted curve in the direction sought with a large enough effect; inconclusive means small, poorly fitted or top-dose-only effect, or another doubt; inactive means no such curve, though single readings can be large; an effect the other way counts as inactive or inconclusive.

SMILES	Menin MLL FP TR	TSHR antagonist	S-ASM inh	PTAP TSG101 blk	a7 integrin act	Mito fusion yeast	CXXC DNA block	TCR act	MBNL1 CUG block	AT treatment
N#Cc1c(-n2cccc2/C=N/O)sc2c1CCCC2	2%	-18	0%	-1%	-35%	17%	4%	1%	3%	-2%
COC(=O)C1=C(C)N(Cc2ccccc2)C(=NCC(C)C)N[C@H]1c1ccc(Br)cc1	-3%	-9	/	/	/	3%	17%	/	6%	-6%
CCOc1cc(CNC2CCCC2)c(Cl)cc1OCC(=O)Nc1ccccc1	-1%	-3	-1%	-1%	-52%[inhibitor]	1%	-3%	6%	-7%	-5%
COCCNC(=O)C(c1ccc(F)cc1)N(C(=O)CCC(=O)Nc1nccs1)c1ccc(C)cc1 (stereo not drawn)	-17%	-5	-1%	-3%	32%	-6%	1%	2%	-7%	3%
COC(=O)CSc1nc(-c2ccccc2)c2c(c1C#N)CCCC2	/	-28	-6%	-4%	8%	13%	-3%	-6%	4%	18%
CCCOC(=O)CSc1nnc(-c2cc(OC)c(OC)c(OC)c2)o1	-11%	-22	2%	-3%	18%	0%	8%	-7%	-1%	-20%
COc1ccc(C(=O)c2sc3nc(-c4ccccc4)ccc3c2N)cc1OC	?	-9	-11%	-6%	34%	2%	31%[activator]	-8%	7%	-3%
COc1ccccc1CC(=O)NCCN1CCCCC1	2%	8	-3%	-1%	-1%	1%	0%	/	-8%	-2%
COC(=O)COc1ccc(S(=O)(=O)NC2CCCCCC2)cc1	1%	-9	-1%	-9%	5%	9%	-11%	-7%	11%	-1%
CCn1c(=O)c(CCC(=O)NCCN2CCOCC2)c(C)c2c(C)nn(-c3ccccc3)c21	-3%	24	-14%	-6%	12%	22%	-4%	-1%	-10%	-2%
Cc1cccc(NS(=O)(=O)c2ccc(C(=O)NCC3CCCO3)cc2)c1C (stereo not drawn)	/	-6	-5%	-2%	26%	0%	0%	3%	4%	6%
CC(=O)c1ccccc1NC(=O)COC(=O)/C=C/c1cccs1	/	0	-3%	-5%	10%	15%	/	0%	/	0%
C[C@H]1O[C@@H](O[C@H]2CC[C@@]3(C)C(CC[C@]4(C)C3C=C[C@]35OC[C@@]6(CCC(C)(C)C[C@H]63)[C@@H](O)C[C@]54C)[C@]2(C)CO)[C@H](O)[C@@H](O[C@@H]2O[C@H](CO)[C@@H](O)[C@H](O)[C@H]2O)[C@H]1O (stereo partly drawn)	/	-18	-17%	0%	0%	/	/	2%	/	-3%
N#CCC(=N)N1CCN(c2ccccc2)CC1	3%	-6	2%	0%	2%	1%	8%	6%	6%	-6%
COc1ccc(CNC(=O)CSc2nc3nc(C)cc(C)n3n2)cc1	-2%	16	0%	-8%	8%	5%	0%	-1%	-2%	1%
O=C(C[n+]1ccc(C(=O)N/N=C/c2ccc(Cl)cc2Cl)cc1)c1ccccc1	-3%	-8	-8%	-7%	1%	0%	4%	3%	?	/
Cc1nc2sccn2c(=O)c1S(=O)(=O)NCC1CCN(Cc2ccccc2Cl)CC1	-15%	14	3%	-3%	-8%	-4%	-2%	-5%	-13%	3%
CCOC(=O)CSc1nnc(CNC(=O)c2cccs2)n1-c1cccc(C)c1	-17%	4	4%	-7%	10%	1%	-5%	-2%	-6%	3%
OC(CNCCc1ccccc1)COc1ccc(OCC(O)CNCCc2ccccc2)cc1 (stereo not drawn)	/	-8	4%	1%	-65%[inhibitor]	-2%	-9%	4%	/	-9%
Cc1ccc(NC(=O)Nc2ccc3c(c2)N(C)C(=O)CS3)nc1	-1%	-7	0%	-1%	-16%	0%	3%	7%[46.1 µM]	8%	3%
COc1ccccc1CN(Cc1nc2ccccc2c(=O)[nH]1)S(=O)(=O)c1ccc(C)cc1	/	-12	-2%	1%	21%	28%	10%	11%	-8%	-1%
CN1CCN(c2ccc(S(=O)(=O)N3CCCCC3)cc2N)CC1	/	42	1%	-7%	21%	1%	/	0%	/	-11%
CCCOc1ccc(C(=O)NNC(=O)CCNC(=O)c2ccccc2Cl)cc1OC	/	10	/	-4%	1%	-4%	/	-12%	/	0%
NC(=O)N/N=C/c1ccccc1OCC(=O)NCc1ccccc1	2%	0	?	-9%	32%	-31%[inhibitor]	0%	1%[46.1 µM]	-7%[11.5 µM]	7%
Cc1ccc(C(=O)NCCCCNC(=O)c2ccc(C)o2)o1	19%	0	2%	0%	12%	-3%	1%	-2%	-2%	7%

Molecules above that have two or more sulfur atoms:
SMILES	Menin MLL FP TR	TSHR antagonist	S-ASM inh	PTAP TSG101 blk	a7 integrin act	Mito fusion yeast	CXXC DNA block	TCR act	MBNL1 CUG block	AT treatment
Cc1nc2sccn2c(=O)c1S(=O)(=O)NCC1CCN(Cc2ccccc2Cl)CC1	-15%	14	3%	-3%	-8%	-4%	-2%	-5%	-13%	3%
CCOC(=O)CSc1nnc(CNC(=O)c2cccs2)n1-c1cccc(C)c1	-17%	4	4%	-7%	10%	1%	-5%	-2%	-6%	3%

The main list resumes, repeating the two entries before the break.
SMILES	Menin MLL FP TR	TSHR antagonist	S-ASM inh	PTAP TSG101 blk	a7 integrin act	Mito fusion yeast	CXXC DNA block	TCR act	MBNL1 CUG block	AT treatment
NC(=O)N/N=C/c1ccccc1OCC(=O)NCc1ccccc1	2%	0	?	-9%	32%	-31%[inhibitor]	0%	1%[46.1 µM]	-7%[11.5 µM]	7%
Cc1ccc(C(=O)NCCCCNC(=O)c2ccc(C)o2)o1	19%	0	2%	0%	12%	-3%	1%	-2%	-2%	7%
COc1ccc(OC)c(/C=C/C(=O)N2CCN(S(=O)(=O)c3ccc(C)cc3C)CC2)c1	/	-20	/	1%	11%	16%	/	-3%	/	22%
O=C(Nc1nnc(-c2ccc(Cl)cc2)o1)c1nc2ccccc2s1	?	52	-2%	-3%	13%	10%	-11%	2%	-7%	6%
O=C(NCCS(=O)(=O)N1CCN(c2cccc(Cl)c2)CC1)c1ccc2c(c1)OCO2	/	11	-5%	0%	11%	-4%	/	-2%	/	5%
CCOC(=O)c1c(O)cc(OC)cc1CCc1ccccc1	/	-20	-6%	-1%	-3%	/	/	5%[46.1 µM]	/	2%[11.5 µM]
COCCNC(=O)C(=O)NNS(=O)(=O)c1ccc(Cl)cc1	17%	13	2%	-2%	-6%	-2%	-15%	10%	-7%	7%
Cc1cc(C)cc(NC(=O)C2CCN(C(=O)[C@@H]3Cc4ccccc4CN3)CC2)c1	-5%	3	0%	-10%	4%	-3%	-4%	1%	2%	1%
CC(OC(=O)c1ccc2ccccc2n1)C(=O)Nc1ccc(N2CCOCC2)cc1 (stereo not drawn)	-1%	-2	-3%	-1%	-17%	2%	-4%	6%	?	-2%
Cc1ccc(CNC(=O)Nc2ccc(C)cc2)cc1	21%	18	-4%	0%	18%	10%	12%	1%	-4%	-2%
O=c1c(-c2ccccc2)nnc2sc(COc3ccc(Br)cc3)nn12	-2%	-2	0%	-6%	10%	6%	3%	3%	-1%	-6%
COc1ccc(C(=O)NCCn2cc(SCC(=O)N3CCOCC3)c3ccccc32)cc1	-8%	-21	0%	-6%	16%	-2%	-1%	4%	-10%	0%
C/C(=N\NC(=O)c1cccc(S(=O)(=O)N2CCOCC2)c1)c1ccc(C#N)cc1	14%	-12	0%	/	-1%	1%	-21%	4%	14%	5%
COc1ccc(NC(C(=O)Nc2cccc(C(C)=O)c2)c2ccccc2)cc1 (stereo not drawn)	16%	4	-4%	-3%	3%	9%	-2%	2%[46.1 µM]	?	-2%
CCOc1ccccc1OCCC(=O)Nc1ccc(F)c(Cl)c1	14%	-3	2%	1%	7%	-1%	3%	0%[46.1 µM]	-12%	12%
Cc1cccc(NC(=O)N2CCCC2C(=O)NCc2cccs2)c1 (stereo not drawn)	/	-2	-6%	0%	-3%	-1%	4%	3%	-1%	3%
CCOC(=O)c1c(N)c2cc([N+](=O)[O-])cnc2n1C	/	4	-6%	0%	6%	2%	-5%	5%	?	-1%

Screening results as filed in PubChem BioAssay.

Some of the compounds tested (hit frequency here may not be typical).
